# HSP90 refold inh: inhibitors of HSP90 luciferase refolding in rabbit reticulocyte lysate | luciferase refolding luminescence, 3 h | inhibition, % at 5.6 µM | 290,000 tested, 0.91% active | AID 1789;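 active = inhibition above the screen-wide mean plus 3 SD, computed separately per campaign, cut at about 16% in these data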;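 note: 0% = DMSO wells and 100% = 60 µM geldanamycin wells; inhibitors lower the luminescence because luciferase stays unfolded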
# Platelet DG rel: modulates dense granule release in human platelets; inhibition, %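 (compounds screened at 7.5 µM in platelet-rich plasma)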; human platelet-rich plasma, SFLLRN dense granule ATP release, luminescence; 300,000 tested, 0.22% active;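 active = mean replicate score, as percent of positive control, at or above 50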
# Dyrk1A ADPGlo: Dyrk1A (rat) kinase inhibition | ADP-Glo luminescence, NFATc1 peptide | inhibition, % at 12.5 µM | Q63470 | 310,000 tested, 0.43% active; in the data active = inhibition above about 50%;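 note: plate controls were vehicle with enzyme for no effect and no enzyme for full effect; many of its hits are not listed in these tables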
# PolyA inhibitor: blocks polyadenylation in yeast reporter cells | S. cerevisiae SKY197-pL101 polyadenylation reporter, beta-gal luminescence; efflux-impaired pdr1/pdr3 knockout yeast; score 100 = 6 SD above DMSO | calls only at 12 µM | 300,000 tested, 0.02% active | AID 1875;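 active = lowest replicate activity score at least 50, where 100 means six control SD above control mean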;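 note: yeast exposed to compound for 9 h at 30 °C; higher score means more reporter readthrough which indicates perturbed polyadenylation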
# HSF1 inhib: HSF1 inhibition; NIH3T3-HGL HSE-luciferase, MG132-induced, luminescence 8 h; hits give low values; activity change, negative = inhibition, % at 7.5 µM (by protocol); AID 2098; 300,000 tested, 0.77% active;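 active = more than half of replicate wells show activity change below -50%, luminescence cut by over half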;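 note: luciferase reports HSF-1 transcriptional activity via heat shock element; 0% = median of DMSO wells and -100% = zero luminescence signal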
# GSK3beta inhib: inhibitors of human GSK3beta kinase; GST-GSK3beta kinase, ADP-Glo luminescence, 60 min; hits give low values; activity score (negative = inhibition), % at 10 µM; 300,000 tested, 0.038% active;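 active = more than half of replicate wells score below -50%, meaning over 50% inhibition versus plate controls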;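 note: 0% = median DMSO wells and -100% = median GW8510 positive control wells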
# Target sequence (P49841 whole entry, looked up): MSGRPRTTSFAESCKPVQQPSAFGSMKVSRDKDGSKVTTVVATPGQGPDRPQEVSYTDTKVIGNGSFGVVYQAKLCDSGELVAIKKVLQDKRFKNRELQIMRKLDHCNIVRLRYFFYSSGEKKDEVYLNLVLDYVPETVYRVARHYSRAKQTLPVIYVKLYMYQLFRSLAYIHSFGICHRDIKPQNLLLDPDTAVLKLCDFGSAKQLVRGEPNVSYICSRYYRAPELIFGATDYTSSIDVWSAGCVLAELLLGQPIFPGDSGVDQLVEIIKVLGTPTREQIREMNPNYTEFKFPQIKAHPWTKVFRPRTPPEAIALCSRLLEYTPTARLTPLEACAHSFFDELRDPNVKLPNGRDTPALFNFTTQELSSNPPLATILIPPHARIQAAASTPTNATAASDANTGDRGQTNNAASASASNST
#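 Assay system: GST-tagged human GSK3beta kinase, cell-free; Input: 1.6 ng GSK3beta; Medium: Tris/MgCl2 kinase buffer; Timing: 60 min enzyme reaction, room temperature; Signal: ADP-Glo luminescence quantifying ADP generated by kinase; Evaluation: score relative to plate controls; Benchmarks: DMSO neutral wells and GW8510 at 20 µM as positive.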
# AI-2 QS modul: modulates the Vibrio harveyi AI-2 quorum sensing system; activity change, % at 7.5 µM; Vibrio harveyi JMH597 AI-2 luminescence/OD600 ratio, 9 h; hits give low values; strain lacks LuxN and CqsS sensors; 0 = neutral-control median; 300,000 tested, 0.4% active; in the data active = activity change below about -75%, passing the limit was not always enough;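 note: luminescence divided by OD600 gain over 9 h not by final OD600 alone; inactives centre near 13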
# HSF1 activator: increases HSF-1 driven luciferase reporter signal; activation, % at 9 µM; 300,000 tested, 1.7% active; NIH3T3-HGL HSF-1 luciferase reporter, MG132, 8 h; 100% = twice DMSO control signal;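 active = mean replicate activation of at least 50% with a set share of replicates each reaching 50%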;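 note: 0% = median of the neutral control wells and 100% = twice that signal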
# HDAC3 inhib: inhibitors of human histone deacetylase 3 | O15379 | recombinant HDAC3, fluorogenic peptide/trypsin coupled, fluorescence | inhibition, % at 8.3 µM | 320,000 tested, 0.15% active | AID 2718; in the data active = inhibition above about 26%, passing the limit was not always enough
# GSK3 alpha inh: blocks human GSK-3 alpha kinase | 320,000 tested, 0.1% active | ADP-Glo luminescence, 60 min | inhibition, % at 10 µM | AID 2650 | P49840;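 in the data active = inhibition above about 50%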;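 note: GST-tagged GSK-3 alpha with peptide substrate and 25 µM ATP; 0% = DMSO neutral wells and 100% = GW8510 positive control wells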
# Target sequence (P49840 whole entry, looked up): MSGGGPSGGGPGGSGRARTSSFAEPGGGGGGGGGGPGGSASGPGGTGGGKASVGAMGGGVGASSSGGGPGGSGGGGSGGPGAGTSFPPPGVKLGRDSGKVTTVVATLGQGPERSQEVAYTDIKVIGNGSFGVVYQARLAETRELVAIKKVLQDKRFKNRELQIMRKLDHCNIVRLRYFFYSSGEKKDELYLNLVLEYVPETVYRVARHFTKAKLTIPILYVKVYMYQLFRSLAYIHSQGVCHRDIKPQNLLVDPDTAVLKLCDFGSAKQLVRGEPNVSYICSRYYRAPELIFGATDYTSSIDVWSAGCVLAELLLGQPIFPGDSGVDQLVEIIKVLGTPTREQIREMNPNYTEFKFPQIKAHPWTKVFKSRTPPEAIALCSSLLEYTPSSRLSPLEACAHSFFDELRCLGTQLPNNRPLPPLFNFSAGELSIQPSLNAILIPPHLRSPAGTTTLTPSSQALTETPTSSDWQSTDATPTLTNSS
# * marks the source's active call; other numbers are inactive results; i = inactive; nt = not tested or not shown. Not all compounds are listed, so the mix of outcomes need not match the whole.
SMILES,HSP90 refold inh,Platelet DG rel,Dyrk1A ADPGlo,PolyA inhibitor,HSF1 inhib,GSK3beta inhib,AI-2 QS modul,HSF1 activator,HDAC3 inhib,GSK3 alpha inh
O=S(=O)(c1ccc2c(c1)OCCO2)N1CCN(c2ncnc3sccc23)CC1,1,2,4,i,10,-2,14,7,13,1
O=C(NC1CCSC1=O)c1ccc(Oc2cccc(C(F)(F)F)c2)nc1 (stereo not drawn),0,10,3,i,1,1,5,0,-3,-2
COc1ccc(Cl)cc1NC(=O)CN1CCN(S(=O)(=O)N2CCCCC2)CC1,0,-16,-4,i,-3,2,11,-14,2,-1
NCCC(=O)N1c2ccccc2Sc2ccc(Cl)cc21,1,4,nt,i,-3,3,12,1,-5,-2
Cc1ccc(/C=N/NC(=O)CNC(=O)COc2ccc(Cl)cc2)o1,-1,-3,1,i,-4,1,21,-2,6,-2
CCOC(=O)c1ccc(NC(=O)CN2C(=O)CNC2=O)cc1,0,-15,-6,i,4,1,-36,-2,2,0
CCN1C(=O)CC(N2CCC(C(=O)N3CCOCC3)CC2)C1=O (stereo not drawn),4,7,5,i,-8,-1,2,11,-2,-1
Cc1cc([N+](=O)[O-])nn1CCCC(=O)NCc1ccccc1,1,-11,6,i,1,4,33,-3,-2,-1
CCN(CC)C(=O)CN(c1ccc(C)cc1)S(=O)(=O)c1ccc(SC)cc1,-1,-2,2,i,-2,1,18,7,7,1
COc1ccccc1N1CCN(S(=O)(=O)CCNC(=O)c2cc(=O)c3ccccc3o2)CC1,-4,-14,-5,i,-3,1,23,10,-7,-1
Cc1ccc(NC(=O)C2C3C=CC(O3)C2C(=O)O)c(C)c1 (stereo not drawn),0,-5,-5,i,0,3,14,10,-4,-3
Cc1cccc(C(=O)Oc2ccc(/C=N/NC(=O)Cc3ccc([N+](=O)[O-])cc3)cc2)c1,0,3,-4,i,10,3,-1,31,-2,0
O=C(NNS(=O)(=O)c1ccccc1)Nc1ccc(F)cc1,-3,2,1,i,-3,5,40,6,4,-1
CCC(C)c1ccccc1NC(=O)c1cc(C)no1 (stereo not drawn),-6,0,1,i,16,-1,16,59*,2,-3
O=C(NCCCC(=O)N1CCOCC1)c1cccnc1,1,-1,-1,i,-9,1,17,2,2,-5

# For convenience, part of the list above:
SMILES,HSP90 refold inh,Platelet DG rel,Dyrk1A ADPGlo,PolyA inhibitor,HSF1 inhib,GSK3beta inhib,AI-2 QS modul,HSF1 activator,HDAC3 inhib,GSK3 alpha inh
O=S(=O)(c1ccc2c(c1)OCCO2)N1CCN(c2ncnc3sccc23)CC1,1,2,4,i,10,-2,14,7,13,1
O=C(NC1CCSC1=O)c1ccc(Oc2cccc(C(F)(F)F)c2)nc1 (stereo not drawn),0,10,3,i,1,1,5,0,-3,-2

# Part of the list above, set out differently:
# Screens in order – HSP90 refold inh	Platelet DG rel	Dyrk1A ADPGlo	PolyA inhibitor	HSF1 inhib	GSK3beta inhib	AI-2 QS modul	HSF1 activator	HDAC3 inhib	GSK3 alpha inh
> O=S(=O)(c1ccc2c(c1)OCCO2)N1CCN(c2ncnc3sccc23)CC1
 : 1	2	4	i	10	-2	14	7	13	1
> O=C(NC1CCSC1=O)c1ccc(Oc2cccc(C(F)(F)F)c2)nc1 (stereo not drawn)
 : 0	10	3	i	1	1	5	0	-3	-2
> COc1ccc(Cl)cc1NC(=O)CN1CCN(S(=O)(=O)N2CCCCC2)CC1
 : 0	-16	-4	i	-3	2	11	-14	2	-1
> NCCC(=O)N1c2ccccc2Sc2ccc(Cl)cc21
 : 1	4	nt	i	-3	3	12	1	-5	-2
> Cc1ccc(/C=N/NC(=O)CNC(=O)COc2ccc(Cl)cc2)o1
 : -1	-3	1	i	-4	1	21	-2	6	-2
> CCOC(=O)c1ccc(NC(=O)CN2C(=O)CNC2=O)cc1
 : 0	-15	-6	i	4	1	-36	-2	2	0
> CCN1C(=O)CC(N2CCC(C(=O)N3CCOCC3)CC2)C1=O (stereo not drawn)
 : 4	7	5	i	-8	-1	2	11	-2	-1
> Cc1cc([N+](=O)[O-])nn1CCCC(=O)NCc1ccccc1
 : 1	-11	6	i	1	4	33	-3	-2	-1
> CCN(CC)C(=O)CN(c1ccc(C)cc1)S(=O)(=O)c1ccc(SC)cc1
 : -1	-2	2	i	-2	1	18	7	7	1
> COc1ccccc1N1CCN(S(=O)(=O)CCNC(=O)c2cc(=O)c3ccccc3o2)CC1
 : -4	-14	-5	i	-3	1	23	10	-7	-1
> Cc1ccc(NC(=O)C2C3C=CC(O3)C2C(=O)O)c(C)c1 (stereo not drawn)
 : 0	-5	-5	i	0	3	14	10	-4	-3
> Cc1cccc(C(=O)Oc2ccc(/C=N/NC(=O)Cc3ccc([N+](=O)[O-])cc3)cc2)c1
 : 0	3	-4	i	10	3	-1	31	-2	0
> O=C(NNS(=O)(=O)c1ccccc1)Nc1ccc(F)cc1
 : -3	2	1	i	-3	5	40	6	4	-1
> CCC(C)c1ccccc1NC(=O)c1cc(C)no1 (stereo not drawn)
 : -6	0	1	i	16	-1	16	59*	2	-3
> O=C(NCCCC(=O)N1CCOCC1)c1cccnc1
 : 1	-1	-1	i	-9	1	17	2	2	-5

# (listing goes on)
SMILES,HSP90 refold inh,Platelet DG rel,Dyrk1A ADPGlo,PolyA inhibitor,HSF1 inhib,GSK3beta inhib,AI-2 QS modul,HSF1 activator,HDAC3 inhib,GSK3 alpha inh
CCS(=O)(=O)c1ccc(O)c(NC(=O)COc2ccc(C)cc2)c1,-2,0,-3,i,-20,2,7,-36,0,-1
O=C1CC(C(=O)Nc2ccc(O)c(C(=O)O)c2)C(c2ccccc2)O1 (stereo not drawn),0,-1,1,i,-4,0,16,-1,-21,-3
Cc1ccc(NC(=O)CSCC(=O)Nc2cc(Cl)ccc2N2CCN(C)CC2)cc1,nt,-1,2,i,0,2,8,7,-2,0
CC(Sc1nnc2ccccn12)C(=O)Nc1ccc2c(c1)OCCO2 (stereo not drawn),3,-8,13,i,8,2,13,21,2,-3
CCOC(=O)Cc1csc(SCC(=O)NC2CCC(C)CC2)n1 (stereo not drawn),nt,-11,-3,i,1,0,-2,16,1,6
Cc1cc(=O)oc2cc(OCC(O)CN3CCc4ccccc4C3)ccc12 (stereo not drawn),1,2,4,i,-5,1,26,-1,-32,2
CCc1ccc(N(CC(=O)NCc2cccnc2)S(=O)(=O)c2ccccc2)cc1,2,4,-5,i,6,-2,21,14,2,0
Cn1cc(S(=O)(=O)Nc2cccc(F)c2)c(=O)n(C)c1=O,-1,-2,-3,i,-4,1,3,8,-2,-2
CCOC(=O)C1=C(CN2CCc3ccccc32)NC(=O)NC1c1ccc(Cl)cc1 (stereo not drawn),0,-5,10,i,36,-4,22,59*,0,2
CCN(CC)CCOC(=O)C1(c2ccc(OC)c(OC)c2)CCCC1,1,2,-2,i,-4,-5,26,-12,-5,-1
Cc1[nH]c(=O)[nH]c(=O)c1S(=O)(=O)N1CCCC(C(=O)N2CCC(Cc3ccccc3)CC2)C1 (stereo not drawn),-2,nt,2,nt,nt,nt,nt,nt,0,-1
COc1ccc(S(=O)(=O)Nc2cc3c4c(c2)CC(=O)N4CCC3)cc1C,nt,-3,16,i,-3,-20,8,-3,2,-2
Cc1n[nH]c(C)c1CCC(=O)N/N=C/c1cccs1,3,-1,0,i,0,2,20,14,8,2
CC(=O)c1c(C)n(-c2ccccc2)c2ccc(OCC(O)CN3CCOCC3)cc12 (stereo not drawn),0,-7,1,i,4,3,7,12,6,0
COc1ccc(N2C(=O)CSC2c2ccccc2[N+](=O)[O-])cc1 (stereo not drawn),-1,2,nt,i,2,-3,26,-18,-1,1
CCNc1nc(N2CCCC2)nc(N2CCCC2)n1,1,-6,-1,i,9,2,2,34,-3,-1
[2H]C(CCOS(N)(=O)=O)c1ccccc1 (stereo not drawn),2,0,0,i,-5,2,32,-1,3,-5
CCCC(c1nnnn1Cc1ccc(OC)cc1)N1CCC(C(N)=O)CC1 (stereo not drawn),1,0,6,i,-2,-6,8,3,-4,0
O=C(NC1CCCC1)C(c1ccccc1F)N(C(=O)c1ccco1)C1CCCC1 (stereo not drawn),-2,-7,3,i,-5,0,11,0,-1,2
CC(=O)c1c(N2CCN(C(=O)C3CCCO3)CC2)nc(=S)n(-c2ccccc2)c1C (stereo not drawn),-1,7,-8,i,-11,1,28,-10,1,-2
CC(C(=O)O)n1cnc2sc3c(c2c1=O)CCCC3 (stereo not drawn),-1,-3,2,nt,-4,3,6,19,3,-5
C=C1C(=O)C=C[C@]2(C)C[C@@H]3OC(=O)[C@](C)(O)[C@H]3C[C@@H]12,nt,1,-10,i,19,-4,14,37,-2,-2
COc1ccc(CCNC(=O)COC(=O)C2CCCCC2)cc1,-7,0,-5,i,1,1,5,8,5,-4
COC(=O)c1cn(NC(=O)c2cccc(N(C)C)c2)c(=O)c2ccccc12,0,-6,-3,i,-8,0,20,-7,4,-2
Cc1cccc(N2CCN(C(=O)c3cc4c(=O)[nH]c5ccccc5c4n3C)CC2)c1C,7,0,1,i,0,3,9,27,3,nt
Nc1nonc1-c1nc2ccccc2n1CC(=O)N/N=C/c1ccc(-c2cccc(C(=O)O)c2)o1,-1,-4,37,i,4,0,8,-1,nt,nt
COc1cc(NC(=O)Cc2ccccc2)ccc1NC(=O)c1ccccc1,-2,1,2,i,6,4,6,1,-6,-1
COc1ccccc1NS(=O)(=O)c1ccc(NC(=O)N2CCCCC2)cc1,-2,6,-3,i,0,1,15,-3,nt,-1
CC(C)C(=O)NC(NC(=S)Nc1ccc(S(N)(=O)=O)cc1)C(Cl)(Cl)Cl (stereo not drawn),5,-8,nt,i,-3,-1,17,8,1,-2
CCOC(=O)N1CCC(=NNc2nc3ccccc3s2)CC1,26*,0,-1,i,0,-5,69,16,-8,0
O=C(Nn1cnnc1)c1cc2c(s1)CCCCC2,2,16,4,i,3,nt,nt,2,-6,-1
CC(=O)c1ccc(OCc2cc(C(=O)NCC3CCCCO3)no2)cc1 (stereo not drawn),0,-1,1,i,5,2,3,9,-4,-1
COc1ccc(S(=O)(=O)CCc2nnc(NC(=O)c3ccc(F)cc3)s2)cc1,2,-1,5,i,-5,0,27,-2,3,-1

# High-throughput results as filed in PubChem BioAssay.
